eLon inh: inhibitors of E. coli Lon protease, primary screen, biochemical, fluorescence polarization; 360,000 compounds, 0.42% hits; P0A9M0; inhibition, % at 7.94 µM; AID 602123, 2011; purified E. coli Lon protease; in the data active = inhibition above about 13%, passing the limit was not always enough;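 also: 0% = enzyme with probe and DMSO and 100% = no enzyme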
MsrA inhibitor: bovine MsrA enzyme inhibitors, primary screen, biochemical, absorbance, HTS. 360,000 compounds, 0.75% hits. Methionine sulfoxide reductase A (Bos taurus). inhibition, % at 15.5 µM. purified bovine MsrA, absorbance read-out; in the data active = inhibition above about 4.5%;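 also: 0% = vehicle wells with enzyme and 100% = reference inhibitor wells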
CendR NRP1 mod: modulators of CendR peptide binding to NRP-1, primary screen, biochemical, fluorescence polarization, uHTS; FAM-RPARPAR peptide binding to NRP-1; AID 602438, 2012; Neuropilin-1 (Homo sapiens), O14786; 360,000 compounds, 0.85% hits; inhibition, % at 25 µM;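 active = inhibition or corrected inhibition above about 18%, plus a signal ratio from 0.5 to 1.5, limit read from the data, passing the limit was not always enough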; also: strong numbers were not always called active
Target sequence (O14786 whole entry, looked up): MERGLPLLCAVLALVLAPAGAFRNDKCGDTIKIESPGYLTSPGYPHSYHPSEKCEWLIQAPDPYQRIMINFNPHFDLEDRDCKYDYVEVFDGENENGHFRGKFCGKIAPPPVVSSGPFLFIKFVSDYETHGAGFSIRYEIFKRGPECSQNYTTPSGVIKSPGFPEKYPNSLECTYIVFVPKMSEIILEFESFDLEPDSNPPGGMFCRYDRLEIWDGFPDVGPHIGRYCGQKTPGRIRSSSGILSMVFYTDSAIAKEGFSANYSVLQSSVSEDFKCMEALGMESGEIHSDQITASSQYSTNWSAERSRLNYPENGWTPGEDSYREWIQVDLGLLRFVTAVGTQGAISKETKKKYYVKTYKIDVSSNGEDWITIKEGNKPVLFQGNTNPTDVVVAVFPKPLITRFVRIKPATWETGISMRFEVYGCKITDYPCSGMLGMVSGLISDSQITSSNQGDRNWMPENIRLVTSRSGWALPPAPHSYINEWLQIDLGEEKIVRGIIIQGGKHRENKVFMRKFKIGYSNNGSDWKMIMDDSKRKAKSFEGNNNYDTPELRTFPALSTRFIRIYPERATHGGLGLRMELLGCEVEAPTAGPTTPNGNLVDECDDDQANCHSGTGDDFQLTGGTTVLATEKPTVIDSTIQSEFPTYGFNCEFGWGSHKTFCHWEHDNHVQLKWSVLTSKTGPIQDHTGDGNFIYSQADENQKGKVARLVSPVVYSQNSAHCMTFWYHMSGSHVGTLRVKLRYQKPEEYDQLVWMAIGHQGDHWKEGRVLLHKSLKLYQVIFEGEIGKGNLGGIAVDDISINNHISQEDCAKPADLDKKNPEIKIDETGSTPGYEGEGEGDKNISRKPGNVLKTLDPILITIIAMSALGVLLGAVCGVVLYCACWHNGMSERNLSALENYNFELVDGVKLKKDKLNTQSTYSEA
Rin1-Abl PPI inh: inhibitors of Rin1-Abl protein binding, primary screen, biochemical, TR-FRET; Tyrosine-protein kinase ABL1 (Homo sapiens) + Ras and Rab interactor 1 (Homo sapiens), …; 360,000 compounds, 0.4% hits; inhibition, % at 7.35 µM; AID 588664, 2011; in the data active = inhibition above about 5%, passing the limit was not always enough
MT1-MMP act inh: blockers of MT1-MMP proenzyme processing, primary screen, HT1080 RFP-PRO-GFP cells, GFP/RFP fluorescence; 360,000 compounds, 0.061% hits; GFP/RFP ratio fluorescence, overnight; percent of plate control window, DMSO zero; GFP/RFP ratio change, % at 20 µM; Matrix metalloproteinase-14 (Homo sapiens), P50281;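 active = GFP/RFP ratio change of at least 30% with cell ATP level not reduced by more than half and red fluorescence within 50% of control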; also: strong numbers were not always called active
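Material: RFP-PRO-GFP reporter HT1080 cells. Dosing: single-point 20 µM compound, 1% DMSO. Controls: DMSO and RFP-L50D-GFP cell wells. Timing: cells overnight before dosing, compound overnight, 37 °C, 5% CO2. Measure: GFP/RFP fluorescence ratio.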
SKN-1 inh: suppressors of acrylamide-induced Pgst-4::GFP reporter in worms, primary screen, SKN-1 inhibitor project, whole organism, uHTS, GFP/RFP fluorescence ratio, strain VP596. C. elegans VP596 Pgst-4::GFP/RFP ratio, 24 h. 360,000 compounds, 0.49% hits. inhibition, % at 21.8 µM;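 active = interference check ratio from 0.5 to 1.5 plus GFP to RFP signal ratio inhibition reaching or exceeding a fixed threshold, cut at about 30% in these data, passing the limit was not always enough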; also: some compounds called inactive have numbers as strong as hits
MsrA act: bovine MsrA enzyme activators, primary screen, biochemical, absorbance, HTS; Methionine sulfoxide reductase A (Bos taurus); AID 602163, 2012; 360,000 compounds, 0.3% hits; activation, % at 10.6 µM; purified bovine MsrA, absorbance read-out; in the data active = activation above about 7.5%;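 also: 0% = vehicle and 100% = reference activator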
FAS TE block: FAS thioesterase domain inhibitors, primary screen, biochemical, fluorescence intensity, uHTS; recombinant FAS-TE, OMFH fluorogenic substrate, fluorescence endpoint; Fatty acid synthase (Homo sapiens), P49327; 360,000 compounds, 0.67% hits; AID 602261, 2012; inhibition, % at 15 µM;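 active = compounds whose normalised, plate-corrected inhibition of enzyme fluorescence in the single-dose primary screen is 50% or more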;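 also: 0% = DMSO with enzyme and 100% = substrate without enzyme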
Neddyl block: inhibitors of cullin neddylation, primary screen, biochemical, TR-FRET, uHTS, NAE and Ubc12. 360,000 compounds, 0.58% hits. NEDD8-conjugating enzyme Ubc12 (Homo sapiens) + NEDD8-activating enzyme E1 regulatory …. AID 651699, 2012. calls only at 25 µM; in the data active = inhibition above about 36%
An asterisk follows results filed as active; i = inactive; x = not tested or not shown.

SMILES	eLon inh	MsrA inhibitor	CendR NRP1 mod	Rin1-Abl PPI inh	MT1-MMP act inh	SKN-1 inh	MsrA act	FAS TE block	Neddyl block
CC1CCN(CCCOc2ccc(Br)cc2Cl)CC1	-1.3	-0.9	-20.6	0.1	1.5	5.9	-2.7	-4.9	i
Cc1ccc(S(=O)(=O)NCC(c2ccccc2)N2CCN(c3ccc(F)cc3)CC2)cc1 (centres undefined)	11.9	0.8	-5.0	0.7	-0.1	7.6	-2.8	19.8	i
OC(COc1ccc(Cl)cc1)CN1CCCCC1 (centres undefined)	-0.4	1.1	3.9	2.8	7.5	0.7	-0.1	-5.8	i
COCC1CCCC1OS(N)(=O)=O (centres undefined)	-10.3	-0.2	6.0	0.9	1.0	-1.7	-6.8	-3.2	i
O=C(COC(=O)/C=C/c1c(F)cccc1Cl)NCC1CCCO1 (centres undefined)	12.6	-1.4	-14.0	2.8	3.0	2.2	-7.2	-5.7	i
O=C(NCCN=C1NS(=O)(=O)c2ccccc21)c1ccncc1	-2.3	0.0	-3.5	-2.2	-0.3	-7.8	-3.7	-6.5	i
CC(=O)c1c(C)[nH]c(C(=O)CSc2ccc(F)cc2)c1C	-13.2	1.6	-4.9	-4.6	-2.1	-2.0	-1.6	4.8	i
O=C(CN1C(=O)NC2(CCCC2)C1=O)Nc1cc(Cl)ccc1N1CCOCC1	7.3	0.2	10.8	0.7	1.1	6.0	-0.7	-7.0	i
O=C(NC1CCCC1)c1ccc(Br)o1	11.7	-0.2	11.3	-7.4	-3.4	23.0	-1.4	-0.2	i
Cn1c(N)c(C(=O)COC(=O)c2ccc3ccccc3c2)c(=O)n(C)c1=O	1.3	0.8	12.4	1.6	5.5	-0.4	-0.1	-0.1	i
O=C(NCCCN1CCOCC1)c1ccc2c(=O)n(CCc3ccccc3)c(=O)[nH]c2c1	8.1	0.4	4.0	-0.1	2.6	2.7	-2.2	-2.9	i
CCN(CC)S(=O)(=O)c1ccc2[nH]c(=O)c3ccccc3c2c1	-9.5	0.5	-0.3	0.2	3.8	2.0	-0.9	-3.5	i
Cc1ccc(-n2c(N)c(C(N)=O)sc2=S)c(C)c1	7.2	1.2	-12.7	-2.7	-3.2	8.6	-3.6	-9.2	i
O=C(CN1CCN(Cc2ccccc2Cl)CC1)N/N=C/c1ccco1	1.8	0.3	3.6	2.7	3.5	-5.2	-4.2	-3.3	i
O=C(CSCc1ccc(Cl)cc1)Nc1ccc(-c2nnc(-c3ccccc3)o2)cc1	2.5	1.2	-1.8	-1.3	-16.3	-6.5	-8.2	3.5	i
COc1ccc(NC(=O)n2ncc3cc(Cl)ccc32)cc1OC	1.8	-1.8	-5.2	1.1	4.6	10.6	-0.6	12.5	i
CCOc1ccc(/C=N/NC(=O)COc2ccccc2-c2ccccc2)cc1	1.2	-0.2	2.6	-2.2	-9.1	-10.0	-9.4	15.5	i
Cc1noc(NS(=O)(=O)c2ccc(NC(=O)Nc3ccc(Cl)c(Cl)c3)cc2)c1C	0.5	-0.7	-19.0	-0.2	5.7	-14.4	-1.1	12.1	i
COCCNC(=O)C1(C)CCCN(C(=O)c2cccc(C#N)c2)C1 (centres undefined)	0.6	1.0	-3.8	-1.1	1.1	4.6	-3.7	-7.0	i
O=C(OC1CCOC1=O)c1cc(-c2ccc(Br)cc2)nc2ccccc12 (centres undefined)	-5.0	0.0	-2.5	0.2	-0.8	11.4	-12.6	21.9	i
O=C(OCc1cn([C@@H]2C[C@H](c3ccc(Cl)cc3)N(C(=O)c3cccs3)C[C@H]2O)nn1)c1ccccc1	-2.8	0.9	-10.4	0.4	1.3	2.0	-1.8	7.6	i
CCc1ccc2c(c1)c1nc(C)sc1n2CC(=O)OC	-4.8	1.2	-9.2	-1.3	8.1	7.3	-0.4	-1.6	i
Cn1cc(CN2CCCC(C(=O)c3cc(F)ccc3F)C2)c2ccccc21 (centres undefined)	9.7	-1.4	-8.5	0.1	0.3	5.1	0.4	4.0	i
Cn1cc(CN2CCc3sccc3C2)c(-c2ccccc2F)n1	-2.5	0.5	-2.7	0.8	-2.4	2.9	-2.4	-5.1	i
O=C(N1CCN(c2ccccc2)CC1)C1(c2cccs2)CCOCC1	-12.4	x	6.8	0.4	1.7	1.2	-2.5	0.2	i
Cc1cccc(C(=O)N2CCN(c3ccc(N4CCOCC4)nn3)CC2)c1	-7.4	-0.5	-2.7	1.8	2.9	-2.7	-2.3	-4.2	x
CC(C)(C)c1ccc(S(=O)(=O)N2CCN(Cc3cc4c(cc3O)OCO4)CC2)cc1	0.7	0.5	-4.1	3.5	-2.7	14.6	-2.9	32.9	i
O=C(N/N=C/c1ccc(OC(F)F)cc1)c1ccc(Br)cc1	3.5	1.0	2.5	1.9	5.6	-4.6	-5.2	-2.6	i
O=C(O)CCC(=O)N(Cc1ccccc1)Cc1ccccc1	7.0	-1.4	-3.2	0.5	2.4	17.2	-2.0	-4.6	i
CCOC(=O)c1cc2occc2n1CC(=O)N1CCCc2ccccc21	-7.8	-0.7	-10.4	1.7	-2.1	7.7	-4.0	7.6	i
CCOc1ccc(NC(=O)CC2SC(=O)N(c3ccccc3)C2=O)cc1 (centres undefined)	5.5	1.3	-4.5	2.2	-0.6	6.8	-1.2	-8.0	i
CC(C)(C)Nc1nc2cc([N+](=O)[O-])ccc2o1	13.2	2.3	12.4	-0.5	0.0	7.3	-5.1	1.5	i
CC(C)CCNC(=O)CCCOc1cc(=O)n(C)c2ccccc12	-5.4	-0.8	-37.2	-0.5	12.2	-7.5	-3.1	-2.9	i
COc1ccccc1NC(=O)COc1cccnc1[N+](=O)[O-]	-2.0	-0.3	-7.5	-0.9	0.3	-0.3	-2.3	-3.7	i
Cc1ccc(C(=O)OCC(=O)Nc2sccc2C(N)=O)cc1NC(=O)c1ccco1	3.3	-0.7	-25.3	-3.1	-2.8	-6.2	-7.0	23.8	i
N#Cc1c(Cl)cccc1Oc1ccc(S(=O)(=O)Nc2ccccc2)cc1	-6.1	-0.8	4.1	-1.6	3.4	10.4	-0.4	31.5	i
O=C(CN(C(=O)CCC(=O)Nc1ccccn1)c1cccc(F)c1)NCc1ccc2c(c1)OCO2	5.5	0.8	2.9	2.7	4.2	2.4	1.4	3.7	i
O=C(CN1C(=O)/C(=C/c2ccc(F)cc2)SC1=S)NC1CCS(=O)(=O)C1 (centres undefined)	6.1	0.3	-0.3	-0.1	5.4	-2.6	-4.4	-8.2	i
COc1ccc(-n2c(=S)[nH]c3ccccc32)cc1	-9.9	0.6	-11.6	2.0	21.9	8.8	2.2	12.7	i
CC(=O)c1cc(F)c(N2CCN(C(=O)c3ccco3)CC2)cc1C	-5.1	0.9	-13.8	1.6	4.5	15.8	-2.3	-4.6	i
Cc1ccc(Nc2nc(Cl)nc(N(C)C#N)n2)cc1	2.4	0.1	14.4	-3.0	-2.8	1.9	0.3	-2.2	i
CC(=O)N1C(C)(C)CC(=NOC(=O)c2ccccc2)CC1(C)C	0.1	0.2	-7.2	-0.5	0.1	3.2	1.2	-2.7	i
O=C(Nc1ccc(N2CCCC2)cc1)c1cc2ccccc2o1	-15.9	0.3	-7.8	-1.0	2.4	-4.6	-3.3	0.2	i
O=C(/C=C/c1ccccc1[N+](=O)[O-])N1CCN(c2ccccc2F)CC1	-1.4	1.4	-0.8	3.4	2.2	4.9	-0.6	9.8	i
O=Cc1c[nH]c2ccc(OCc3ccccc3)cc12	-2.8	1.9	-9.2	-3.6	8.8	-1.7	0.2	-5.9	i
COc1cccc(C=Nc2ccccc2C(=O)Nc2ccccc2)c1O	-12.7	1.1	-3.8	-1.5	5.1	1.0	-3.9	-3.4	x
CCOc1ccc(CN2CCC(=O)NC2=O)cc1	1.3	0.0	-2.1	-6.1	0.2	1.6	0.5	-7.5	i
CN(C)c1cccc(NC(=O)C2Cc3c(-c4ccc(Cl)cc4)ccnc3O2)c1 (centres undefined)	1.4	0.6	11.0	-1.5	0.9	9.1	-3.3	9.5	i

A run of entries taken from the entries so far, for reference:
SMILES	eLon inh	MsrA inhibitor	CendR NRP1 mod	Rin1-Abl PPI inh	MT1-MMP act inh	SKN-1 inh	MsrA act	FAS TE block	Neddyl block
COc1ccc(-n2c(=S)[nH]c3ccccc32)cc1	-9.9	0.6	-11.6	2.0	21.9	8.8	2.2	12.7	i
CC(=O)c1cc(F)c(N2CCN(C(=O)c3ccco3)CC2)cc1C	-5.1	0.9	-13.8	1.6	4.5	15.8	-2.3	-4.6	i

Some of the entries above, reformatted.
SMILES,eLon inh,MsrA inhibitor,CendR NRP1 mod,Rin1-Abl PPI inh,MT1-MMP act inh,SKN-1 inh,MsrA act,FAS TE block,Neddyl block
COc1cccc(C=Nc2ccccc2C(=O)Nc2ccccc2)c1O,-12.7,1.1,-3.8,-1.5,5.1,1.0,-3.9,-3.4,x
O=C(CN1C(=O)/C(=C/c2ccc(F)cc2)SC1=S)NC1CCS(=O)(=O)C1 (centres undefined),6.1,0.3,-0.3,-0.1,5.4,-2.6,-4.4,-8.2,i
O=C(/C=C/c1ccccc1[N+](=O)[O-])N1CCN(c2ccccc2F)CC1,-1.4,1.4,-0.8,3.4,2.2,4.9,-0.6,9.8,i

Remaining list, next part
SMILES	eLon inh	MsrA inhibitor	CendR NRP1 mod	Rin1-Abl PPI inh	MT1-MMP act inh	SKN-1 inh	MsrA act	FAS TE block	Neddyl block
ON(CCc1ccccn1)Cc1ccccc1	1.1	-1.1	-3.9	0.3	3.7	2.7	-2.2	-11.2	i
CCOC(=O)C1(CCc2ccccc2)CCN(Cc2cc(OC)c(OC)cc2OC)CC1	-6.0	1.3	-1.7	-1.4	-1.1	-3.2	1.1	-4.0	i
COc1ccc(NC(=O)CSc2nnc(Cc3cccn3C)n2CCc2ccccc2)cc1OC	2.4	-1.1	-9.2	-0.7	0.4	-1.2	-10.7	-2.8	i
CCOC(=O)CCNC(=O)N1CCCC(C(=O)c2cc(C)c(OC)c(C)c2)C1 (centres undefined)	-2.7	-0.1	6.3	-4.1	-1.7	10.3	0.2	-3.3	i
CCOC(=O)Cn1c(O)c(N=NC(=O)CNC(=O)Cc2ccccc2)c2ccccc21	5.5	0.3	16.5	-4.4	-3.1	-6.6	-3.4	-8.7	i
Cc1cccc(NC(=O)CNC(=O)C(NC(=O)Cc2ccccc2)C(C)C)c1C (centres undefined)	0.1	-0.1	0.1	1.1	0.0	12.0	-1.1	-3.8	i
Cc1c(Cl)cccc1NC(=O)[C@@]1(CC(=O)O)CC(/C=C/c2ccccc2)=NO1	-11.0	0.0	-1.7	1.4	0.9	6.7	-0.1	-1.1	i
Cc1cc2nnc(SCC(=O)N3CCCCCC3)n2c(N)n1	1.2	-1.8	2.4	2.0	2.4	12.2	-0.1	-7.8	i
CC(CC(=O)NCCc1ccc(F)cc1)c1ccccc1 (centres undefined)	3.1	0.4	0.7	-2.1	-0.3	-2.6	-1.5	0.1	i
CCc1ccc(NC(=O)Cn2nc(C(=O)O)c3ccccc3c2=O)cc1	-4.1	-1.6	2.7	1.8	0.2	3.9	-1.9	-1.3	i
COc1cc(C)c(NC(=S)Nc2cccc(Cl)c2)cc1OC	8.2	1.7	-1.1	-3.0	4.6	-3.1	-7.0	-2.5	i
CCOC(=O)c1sc(S(C)=O)c2c1CCc1conc1-2 (centres undefined)	6.0	1.2	-10.8	4.8	-28.3	3.0	-10.8	-1.9	i
